Source: PubChem BioAssay (several laboratories)
FAS-TE inh – inhibitors of human fatty acid synthase thioesterase domain; P49327; recombinant FAS-TE, OMFH fluorogenic substrate, fluorescence endpoint; inhibition, % at 15 µM; 360,000 compounds, 0.67% hits;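 active = compounds whose normalised, plate-corrected inhibition of enzyme fluorescence in the single-dose primary screen is 50% or more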;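 also: 0% = DMSO with enzyme and 100% = substrate without enzyme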
eLon inh – E. coli protease La inhibition. AID 602123. purified E. coli Lon protease, fluorescence polarization. P0A9M0. inhibition, % at 7.94 µM. 360,000 compounds, 0.42% hits; in the data active = inhibition above about 13%, passing the limit was not always enough;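 also: 0% = enzyme with probe and DMSO and 100% = no enzyme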
MsrA inhibitor – bovine MsrA inhibition | purified bovine MsrA, absorbance read-out | inhibition, % at 15.5 µM | 360,000 compounds, 0.75% hits; in the data active = inhibition above about 4.5%;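 also: 0% = vehicle wells with enzyme and 100% = reference inhibitor wells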
Rin1-Abl PPI inh – blocks binding of human Rin1 to Abl | 360,000 compounds, 0.4% hits | P00519+Q13671 | inhibition, % at 7.35 µM | TR-FRET Rin1/Abl binding, biochemical; in the data active = inhibition above about 5%, passing the limit was not always enough
CSN deneddyl inh – inhibitors of human CSN-mediated cullin deneddylation | Q92905 | Purified CSN, SCF-Nedd8-OG deneddylation, fluorescence polarization | inhibition, % at 12.5 µM | 360,000 compounds, 0.38% hits;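 active = pattern-corrected inhibition above about 35%, with an unprinted fluorescence ratio check between 0.5 and 1.5, limit read from the data, passing the limit was not always enough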;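 also: 0% = enzyme with substrate and 100% = substrate without enzyme; some results filed as inactive read as strong as hits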
Target sequence (Q92905 whole entry, looked up, one chain of several): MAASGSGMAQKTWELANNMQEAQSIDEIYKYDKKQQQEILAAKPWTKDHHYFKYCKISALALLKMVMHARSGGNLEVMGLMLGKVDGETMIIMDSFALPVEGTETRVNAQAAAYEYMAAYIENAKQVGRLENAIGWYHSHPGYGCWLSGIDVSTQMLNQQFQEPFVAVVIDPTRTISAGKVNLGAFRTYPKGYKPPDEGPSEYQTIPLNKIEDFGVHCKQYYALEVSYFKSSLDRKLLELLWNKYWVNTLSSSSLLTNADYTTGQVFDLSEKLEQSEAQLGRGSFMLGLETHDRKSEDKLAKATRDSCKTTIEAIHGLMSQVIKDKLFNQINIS
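Assay system: HEK293T-derived human Csn5 enzyme; quantity: 0.24 nM enzyme; medium: Tris/NaCl/DTT buffer, pH 7.5; also added: substrate SCFSkp2-Nedd8OG, 10 nM; doses: 12.5 µM compound; schedule: 90 min reaction at room temperature; signal: FP; read-out: % inhibition of substrate cleavage by Csn5; benchmarks: substrate-only high control, full reaction low control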
Neddylation inh – cullin neddylation inhibition. P61081+Q13564. TR-FRET cullin neddylation, biochemical. calls only at 25 µM. 360,000 compounds, 0.58% hits. AID 651699; in the data active = inhibition above about 36%
bovine MsrA act – bovine methionine sulfoxide reductase A activation. purified bovine MsrA, absorbance read-out. AID 602163. activation, % at 10.6 µM. 360,000 compounds, 0.3% hits; in the data active = activation above about 7.5%;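 also: 0% = vehicle and 100% = reference activator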
MLLE-PAM2 inh – blocks PAM2 peptide binding to the PABP1 MLLE domain. P11940. inhibition, % at 20 µM. GST-MLLE / FITC-PAM2 fluorescence polarization. 360,000 compounds, 0.36% hits. AID 588489; in the data active = inhibition above about 35%, passing the limit was not always enough;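 also: plate controls were DMSO wells with GST-MLLE for no effect and wells lacking GST-MLLE protein for full effect; some results filed as inactive read as strong as hits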
Target sequence (P11940 whole entry, looked up, the tested form may be a part): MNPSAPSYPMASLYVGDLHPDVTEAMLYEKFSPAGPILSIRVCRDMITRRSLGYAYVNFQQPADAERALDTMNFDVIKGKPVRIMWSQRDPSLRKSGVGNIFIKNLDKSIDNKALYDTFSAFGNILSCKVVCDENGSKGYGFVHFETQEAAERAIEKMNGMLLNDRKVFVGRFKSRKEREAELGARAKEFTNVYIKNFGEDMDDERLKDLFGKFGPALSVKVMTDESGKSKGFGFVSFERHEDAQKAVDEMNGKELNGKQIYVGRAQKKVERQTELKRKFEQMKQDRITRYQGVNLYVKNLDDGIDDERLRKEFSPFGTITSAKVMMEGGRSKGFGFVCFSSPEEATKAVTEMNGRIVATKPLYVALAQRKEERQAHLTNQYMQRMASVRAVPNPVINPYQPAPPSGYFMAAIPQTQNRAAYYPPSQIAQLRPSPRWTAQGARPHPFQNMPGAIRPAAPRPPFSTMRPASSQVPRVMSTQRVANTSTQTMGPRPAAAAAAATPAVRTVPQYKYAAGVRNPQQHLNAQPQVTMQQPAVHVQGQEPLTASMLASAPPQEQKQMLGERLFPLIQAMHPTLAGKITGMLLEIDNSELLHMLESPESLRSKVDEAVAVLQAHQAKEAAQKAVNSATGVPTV
TbMetRS inhib – blocks T. brucei methionyl-tRNA synthetase activity; inhibition, % at 11.9 µM; purified T. brucei MetRS, ATP depletion, Kinase-Glo luminescence; 360,000 compounds, 0.4% hits; AID 624268;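 active = inhibition above a per-plate cutoff of the control wells' mean inhibition plus 3 SD, cut at about 5.5% in these data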;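 also: 0% = DMSO wells median and 100% = median of wells with control inhibitor compound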
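technique = Kinase-Glo luminescence, ATP depletion format | system = purified MetRS (methionyl-tRNA synthetase) enzyme from Trypanosoma brucei | timing = 15 min preincubation, 2 h reaction, all 25 °C | evaluation = percent inhibition versus plate control medians | dosing = single dose, 11.9 µM final nominal, 0.9% final DMSO | also added = substrates ATP, L-methionine and bulk Escherichia coli tRNA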
* marks the source's active call; other numbers are inactive results; i = inactive; . = no result given.

SMILES	FAS-TE inh	eLon inh	MsrA inhibitor	Rin1-Abl PPI inh	CSN deneddyl inh	Neddylation inh	bovine MsrA act	MLLE-PAM2 inh	TbMetRS inhib
CCCCN(C(=O)c1cc2c(s1)CCC2)c1c(N)n(CCCC)c(=O)[nH]c1=O	-2	-2	0.3	-5	1	i	-2	-29	-0.5
Cc1ccccc1NC(=O)CN1CCc2ccccc2C1	-2	-1	0.9	-1	-4	i	-1	-4	-0.4
O=C(Nc1ccnn1C1CCN(Cc2ccc(CO)o2)CC1)c1cccc(F)c1	-12	-1	-0.2	-4	-1	i	-7	-5	-0.4
Cc1cnnc2c1-c1nonc1CC2	-1	6	0.1	-1	0	i	-3	2	-1.3
COc1cccc(NC(=S)N2CCC(N(C)CC3CCCO3)CC2)c1 (configuration not stated)	-14	2	-1.2	-3	-1	i	-3	5	-0.2
C=CCNC(=S)N/N=C/c1ccc(-c2cc(Cl)ccc2Cl)o1	-7	-5	-0.3	0	-1	.	0	-23	0.1
CCCS(=O)(=O)NC(=O)C1(C)CCCN(C(=O)c2sccc2C)C1 (configuration not stated)	-3	-3	0.0	0	2	i	-6	8	-0.4
COC(=O)C1=C(C)N(CCCCCC(=O)O)C(=O)NC1c1ccccc1 (configuration not stated)	-13	-1	0.1	1	6	i	-6	10	0.2
CCOc1ccccc1OCCCC(=O)N1CCN(S(=O)(=O)c2ccccc2C#N)CC1	-5	-2	-0.3	-1	-5	i	-5	4	-0.2
Cn1nc(C(=O)Nc2ccc(Cl)cc2)cc1C(=O)Nc1ccc(Cl)cc1	-3	-7	-0.3	-2	0	.	-2	0	-0.9
O=C(Nc1ccc2ncccc2c1)Nc1ccc2ncccc2c1	1	5	1.4	-5	5	i	-9	6	1.5
CCC1CN(C(=O)NCc2ccccc2)c2cc(Cl)ccc2O1 (configuration not stated)	12	-2	-0.7	-3	-1	i	-1	-3	-0.3
O=C(CCNC(=O)c1ccc(Cl)cc1)NCCC1=CCCCC1	17	-7	-1.4	0	3	i	-6	6	-0.1
CC(C)Oc1cccc(C(=O)C2CCCN(Cc3ccc4nonc4c3)C2)c1 (configuration not stated)	32	9	-0.6	1	-6	i	0	-3	-0.4
CC(=O)N1C(=S)NC(=O)/C1=C1/C(=O)N(CC(=O)Nc2cccc(C)c2)c2ccccc21	-8	-6	1.6	-3	2	i	-3	15	-0.4
CC(=O)NCC(=O)N(c1ccccc1)C1(C(=O)NC2CCCCC2)CCCCC1	-3	-3	0.4	-1	38	i	-3	-4	0.4
O=C(NCCS(=O)(=O)N1CCN(c2ccc(F)cc2)CC1)c1ccco1	-8	2	-0.8	-2	1	i	-2	7	-0.3
CCOC(=O)c1ccc2c(c1)nc(COc1ccc3ccccc3c1)n2CC	24	-1	-1.4	-1	7	i	-4	-5	0.3
Cc1ccc(S(=O)(=O)N2C[C@H]3C(=O)C[C@@H](c4ccccc4)N(S(=O)(=O)c4ccc(C)cc4)[C@H]3C[C@H]2c2ccccc2F)cc1	30	-1	-0.7	0	2	i	-13	-5	-1.3
CCC1(C)N(O)C(C)(C)C(c2ccc(OC)cc2)=[N+]1[O-] (configuration not stated)	-10	-9	0.2	2	-4	i	-8	3	-0.8
O=C(NCCC(=O)N(CCc1ccccc1)Cc1ccccc1)c1ccc([N+](=O)[O-])cc1	61*	-2	2.2	-1	4	i	-2	9	-0.5
COc1cccc(CC(NC(C)=O)C(=O)NC2CCN(C(=O)C3CCCCC3)CC2)c1OC (configuration not stated)	-5	4	-0.3	3	2	i	-4	-5	0.3
CCC(=O)N1CCCC(C)(C(=O)Nc2ccc3oc(CC)nc3c2)C1 (configuration not stated)	-8	-6	-0.3	-4	-6	i	-2	0	-0.3
Cc1nc2ccc(C(=O)OCC(=O)N(C)c3ccccc3)cc2nc1C	-3	8	0.0	-5	2	i	-7	11	-0.7
CCOc1cc(NC(=S)NCc2ccco2)c(OCC)cc1NC(=O)CC(C)C	-6	-7	1.2	0	-13	i	-2	-25	-0.3

Carrying on.
SMILES	FAS-TE inh	eLon inh	MsrA inhibitor	Rin1-Abl PPI inh	CSN deneddyl inh	Neddylation inh	bovine MsrA act	MLLE-PAM2 inh	TbMetRS inhib
CCNC(=S)N(Cc1ccc2c(c1)OCO2)C1CC(=O)N(c2ccc(OC)cc2)C1=O (configuration not stated)	15	3	-0.3	0	5	i	-1	-15	-0.6
CC(C)(C)CC(=O)Nc1nnc(-c2cccs2)s1	-4	6	-0.2	-1	-2	i	-3	20	0.1
COc1ccccc1C(=O)NCCC(=O)N(C)Cc1cccs1	-8	-3	0.5	2	4	i	-4	-5	-0.5
COc1cn(-c2ccccc2)nc1C(=O)Nc1ccc(C)cc1	15	-2	1.1	1	4	i	-1	-3	0.9
COc1ccccc1C(=O)NC(=O)OCCn1c(C)cnc1[N+](=O)[O-]	-11	-3	0.0	0	-10	i	-6	14	-0.3
O=C(/C=C/c1ccc(-c2ccccc2[N+](=O)[O-])o1)c1ccc(Br)cc1	22	-4	1.4	1	5	i	-3	19	0.4
Nc1nnc(SCC(=O)Nc2ccc(N3CCOCC3)cc2)s1	-2	-5	-0.3	1	-5	i	0	-11	-0.3
S=C(NCCc1ccccc1)Nc1ccc(Nc2ccccc2)cc1	20	-1	1.6	-1	0	i	-2	-9	0.0
N#Cc1ccc(-c2nc3ccc(Cl)cn3c2Cc2cccc(Cl)c2)cc1	22	-16	-0.1	0	5	i	1	-5	-0.3
CCC(C)c1ccccc1NC(=O)COc1ccc(-c2nnco2)cc1 (configuration not stated)	-3	-7	-0.3	0	5	i	-2	-7	-0.3
Cc1c(C)n(O)c2ccc3nonc3c12	-37	-2	-0.1	1	4	i	-5	-7	0.1
O=C(O)c1csc(-n2nc(-c3ccccc3)cc2C(F)(F)F)n1	-12	-4	0.4	3	1	i	-4	2	-0.7
Cc1ccnc(Sc2ccc([N+](=O)[O-])cn2)n1	-5	-1	1.6	-2	4	i	-7	-1	-0.7
CCCCn1nnnc1SCC(=O)Nc1sc2c(c1C#N)CCCC2	-52	-8	-0.2	-1	1	i	-4	-8	-0.3
COc1cc(/C=C/C(=O)OCC(=O)NCC2CCCO2)ccc1OCC#N (configuration not stated)	-12	0	0.7	-3	0	i	-6	9	0.5
CCCn1c(SCC(=O)Nc2ccc3c(c2)OCCO3)nnc1-c1ccco1	-7	-1	0.3	-3	4	i	-2	-4	-0.4
Cc1ccc(C)c(OCCCC(=O)O)c1	-4	-7	0.0	5	-5	i	-1	-1	0.5
CCNc1nc(NCC)nc(OCCOC(=O)c2ccccc2)n1	-4	-5	1.3	1	-4	i	3	-10	-1.1
COc1cc([N+](=O)[O-])cc(/C=N/NC(=O)c2ccc(NC(=O)c3ccc(C)cc3)cc2)c1O	11	-5	0.1	4	-7	i	-4	-3	-0.5
CCCCN(C(C)=O)c1c(CC)nc2ccc(C(=O)NCc3cccs3)cn12	-3	-4	1.1	2	6	i	-2	7	0.1
Cc1cc(C)c2[nH]c(=O)c(CN(Cc3ccco3)C(=O)C3CCCO3)cc2c1 (configuration not stated)	-10	2	0.8	1	-3	i	-3	19	-0.1
Cc1ccc(Nc2oc(C)nc2C#N)cc1	-6	-8	0.5	-2	-4	i	0	3	0.0
Cc1ccc(NC(=O)c2cccc3c2C(=O)N(C2CCCCC2)C3)cc1	22	-3	0.0	4	3	i	-6	-1	0.2
CCOc1ccccc1NC(=O)CCn1cccc1	-4	-2	-0.4	5	-1	i	-3	1	0.8
CCC(C)(C)n1nnnc1C(c1ccccc1OC)N1CCSCC1 (configuration not stated)	4	-4	0.4	-3	1	i	0	0	-0.4

Full records from above. Order of values: FAS-TE inh	eLon inh	MsrA inhibitor	Rin1-Abl PPI inh	CSN deneddyl inh	Neddylation inh	bovine MsrA act	MLLE-PAM2 inh	TbMetRS inhib
Cc1c(C)n(O)c2ccc3nonc3c12 as listed: -37	-2	-0.1	1	4	i	-5	-7	0.1
CCCn1c(SCC(=O)Nc2ccc3c(c2)OCCO3)nnc1-c1ccco1 as listed: -7	-1	0.3	-3	4	i	-2	-4	-0.4
COc1cn(-c2ccccc2)nc1C(=O)Nc1ccc(C)cc1 as listed: 15	-2	1.1	1	4	i	-1	-3	0.9
O=C(O)c1csc(-n2nc(-c3ccccc3)cc2C(F)(F)F)n1 as listed: -12	-4	0.4	3	1	i	-4	2	-0.7
Cc1ccc(NC(=O)c2cccc3c2C(=O)N(C2CCCCC2)C3)cc1 as listed: 22	-3	0.0	4	3	i	-6	-1	0.2

Additional entries:
SMILES	FAS-TE inh	eLon inh	MsrA inhibitor	Rin1-Abl PPI inh	CSN deneddyl inh	Neddylation inh	bovine MsrA act	MLLE-PAM2 inh	TbMetRS inhib
COc1cccc(CNC(=O)COc2ccc(C(=O)c3ccccc3)cc2)c1	0	10	0.0	2	1	i	-5	9	1.4
Oc1ccc(N2CCN(C(c3ccccn3)c3nnnn3C3CCCC3)CC2)cc1 (configuration not stated)	-9	-3	-0.5	4	5	i	-1	8	0.1
COc1cc(C)c(/C=C/C(C)=C/C=C/C(C)=C/C(=O)O)c(C)c1C	15	-5	4.7*	-5	5	i	-7	4	-0.6
CC(=O)Nc1nc2ccc(S(=O)(=O)N3CCCCC3)cc2s1	-4	-14	-0.9	0	0	i	-5	14	-0.3
CCC(C)c1ccc(C(C)NC(=S)NC2CCCCC2)cc1 (configuration not stated)	17	4	-0.6	-1	2	i	-1	-69	-0.3
CCOc1ccccc1NC(=O)Cn1nnc(C(=O)NCc2ccco2)c1N	-9	-5	-0.5	-2	-2	i	-6	8	-0.2
COc1ccc(CC(=O)N/N=C/c2cc([N+](=O)[O-])cc(Br)c2O)cc1	41	-2	0.8	-3	1	i	1	2	-0.7
CCCc1nc2sc3ccccc3c(=O)c2c(=O)n1Cc1ccccc1	1	3	-0.3	-1	1	i	-8	11	-1.0
COc1ccc(C2c3c(ncn(CCN4CCOCC4)c3=N)Oc3ccc4ccccc4c32)cc1OC (configuration not stated)	-3	-9	1.6	-5	5	i	0	10	0.1
CN1CCN(C(=O)c2c(NC(=O)c3ccco3)sc3c2CCC(C(C)(C)C)C3)CC1 (configuration not stated)	-1	3	-0.7	3	6	i	-4	8	-0.5
CCn1c(COc2ccc(=O)n(-c3ccccc3)n2)nnc1SCc1ccccc1C	0	-8	-0.4	-2	1	i	-2	-3	-0.1
CCSc1nnc(CSc2ncccn2)n1C	-4	-4	0.1	0	-9	i	-3	6	0.1
CN1c2ccccc2C2(C)CCCC3=Cc4cc([N+](=O)[O-])cc([N+](=O)[O-])c4OC312 (configuration not stated)	34	-8	2.2	0	-6	i	-1	6	-1.0
CNC(=S)NNC(=O)c1cccn(Cc2ccc(Cl)c(Cl)c2)c1=O	-5	-8	2.3	-5	0	i	-4	-32	-0.1
CCOc1cc(/C=C2\C(=O)N(Cc3ccco3)C(C)=C2C(=O)OC)ccc1O	-4	-1	0.1	2	-7	i	-12	34	-1.0
Cc1cccc(C(=O)Nc2ccnc(-c3ccncc3)n2)c1	-5	-7	0.3	2	4	i	-5	4	-0.6
COC(=O)CCC(=O)Nc1ccccc1C(N)=O	-9	-4	1.1	4	1	i	0	-8	-0.1
O=C(CC1CC1)Nc1ccc2c(c1)[C@H]1C[C@H](CC(=O)N3CCc4ccccc4C3)O[C@@H](CO)[C@H]1O2	-7	-6	0.6	-1	-1	i	-5	-10	1.0
